# TRPC4 inh = TRPC4 (mouse) channel inhibition; Q9QUQ5; HEK293 TRPC4beta/mu-opioid, DAMGO-evoked Fluo4 calcium flux; hits give low values; B-score at 10 µM; 0.39% of 300,000 active; AID 2247;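 active = B-score over 3 SD under the library average, no early fluorescence shift, positive overall ratio signal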
#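 Assay system: Stable TRPC4beta/mu-opioid receptor HEK293 cells | Reagent: DAMGO in two steps, submaximal then maximal | Compound dosing: Single concentration per test compound | Signal: Fluo4 Ca2+ flux fluorescence | Evaluation: Per-well B score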
# TRPC6 inhibitor = mouse TRPC6 channel inhibition; Q61143; HEK293-TRPC6, membrane potential dye, ACh-evoked depolarization; hits give low values; B-score at 10 µM; 1.1% of 310,000 active;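 active = B-score under library mean minus 3 SD, initial fluorescence not abnormally high, positive integrated signal ratio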;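 also: B-score derived from integrated fluorescence ratio over the kinetic read; more negative B-score means stronger inhibition of depolarization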
# RGS4 block = human RGS4 inhibition | 0.45% of 310,000 active | HEK293 M3R/RGS4 inducible, Fluo-4 calcium flux; hits give high values; triggered by carbachol at its EC20 | B-score at 10 µM | P49798;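 active = B-score, a plate-corrected calcium signal, over three deviations above library mean, with baseline fluorescence within five deviations of library mean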;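 also: RGS4 expression induced by doxycycline in cells with stable M3 receptor; B-score is computed from the integrated fluorescence ratio over baseline after carbachol; higher B-score means a larger calcium signal and so more RGS4 inhibition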
# Target sequence (P49798 whole entry, looked up): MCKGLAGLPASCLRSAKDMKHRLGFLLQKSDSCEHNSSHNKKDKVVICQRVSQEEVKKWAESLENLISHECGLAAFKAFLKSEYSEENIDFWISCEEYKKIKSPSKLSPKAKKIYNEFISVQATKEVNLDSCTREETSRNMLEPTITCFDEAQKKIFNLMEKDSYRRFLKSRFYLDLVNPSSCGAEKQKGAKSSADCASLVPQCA
# Platelet DG rel = modulates dense granule release in human platelets; AID 1663; human platelet-rich plasma, SFLLRN dense granule ATP release, luminescence; inhibition, %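 (compounds screened at 7.5 µM in platelet-rich plasma)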; 0.22% of 300,000 active;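 active = mean replicate score, as percent of positive control, at or above 50; inconclusive = mean below 50 but at least one replicate at or above 50; inactive = mean and every replicate below 50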
# MrgX1 PAM = human MrgX1 positive allosteric modulation, primary screen; MrgX1-HEK293, Fluo-4 calcium flux, FDSS; hits give high values; B-score at 10 µM; 0.63% of 310,000 active; Q96LB2;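 active = plate-corrected calcium response at least 3 library SD above typical, normal starting fluorescence, not activating the receptor alone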;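 also: compound read alongside a low EC10 to EC30 dose of BAM8-22 agonist; peak minus trough fluorescence over baseline measured at the second addition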
# Target sequence (Q96LB2 whole entry, looked up): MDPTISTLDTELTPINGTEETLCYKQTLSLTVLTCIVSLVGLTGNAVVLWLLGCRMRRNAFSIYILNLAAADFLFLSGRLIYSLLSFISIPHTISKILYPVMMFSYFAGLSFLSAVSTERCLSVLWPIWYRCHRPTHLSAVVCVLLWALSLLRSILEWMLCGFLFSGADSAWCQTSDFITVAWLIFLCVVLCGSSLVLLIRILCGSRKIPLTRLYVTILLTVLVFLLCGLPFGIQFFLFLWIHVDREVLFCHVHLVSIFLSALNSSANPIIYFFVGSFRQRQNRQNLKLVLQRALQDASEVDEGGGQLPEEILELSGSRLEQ
# HIF activator = HIF pathway transcriptional activation; U2OS HRE-luciferase reporter, luminescence; normalized: DMSO 0%, desferrioxamine 100%; activation, % at 7.5 µM (by protocol); 0.32% of 300,000 active; AID 1910;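 active = mean activation of at least 10% of the iron chelator positive control signal, with at least half of replicates also reaching 10%; inconclusive = mean and replicate majority disagree about reaching 10%; inactive = mean and most replicates under 10%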
# TRPC6 activator = mouse TRPC6 channel activation | Q61143 | HEK293-TRPC6 membrane potential dye fluorescence; hits give high values | B-score at 10 µM | 0.13% of 310,000 active;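 active = B-score of the integrated fluorescence ratio above library mean plus 3 SD, and starting fluorescence ratio within library mean plus 5 SD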;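 also: higher score means more depolarization so channel activation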
# RGS4 pot = potentiators or activators of RGS4; 0.92% of 310,000 active; B-score at 10 µM; HEK293 M3R/inducible RGS4, carbachol calcium flux Fluo4; hits give low values;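 active = B-score of the integrated calcium signal more than 4 SD below the library mean, with starting fluorescence not abnormally high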;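 also: negative B-score means reduced calcium response which marks RGS4 activation or potentiation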
#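 test system = HEK293 cells with stable M3R and inducible RGS4 | schedule = recording 10 s baseline at 1 Hz, 100 s post-agonist | technique = Fluo4-AM (2 µM) calcium-flux fluorescence, kinetic read | measure = Agonist-evoked peak-minus-minimum fluorescence over baseline, integrated ratio, B score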
# MrgX1 antagonist = human MrgX1 receptor antagonism, primary screen; 1.3% of 310,000 active; B-score at 10 µM; MRGX1-HEK293 calcium flux, Fluo-4, BAM8-22 antagonism; hits give low values; Q96LB2;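 active = calcium-response B-score plate-corrected more than 3 library SD below zero, starting fluorescence within 5 deviations, no agonist response on first addition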;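 also: peak minus trough fluorescence over baseline after final BAM8-22 challenge near maximal dose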
# SKKanGAS inh = blocks kanamycin growth of S. pyogenes SKKanGAS strain | 1.3% of 300,000 active | AID 1662 | BacTiter-Glo, 6 h | inhibition, % at 7.5 µM;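 active = mean replicate score, as percent of positive control median, at least 50; inconclusive = mean below 50 but one replicate at or above 50; inactive = mean and every replicate below 50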;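 also: strain carries kanamycin resistance gene driven by streptokinase promoter and grows in 40 µg/ml kanamycin; loss of luminescence reflects streptokinase promoter inhibition or plain growth inhibition; 0% = median of DMSO wells and 100% = positive control at its reference dose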
# MrgX1 ag = human MrgX1 receptor agonism, primary screen. 0.44% of 310,000 active. Q96LB2. MrgX1-HEK293 cells, Fluo-4 calcium fluorescence, agonist mode; hits give high values. B-score at 10 µM. AID 588627;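 active = calcium response B-score plate-corrected fluorescence ratio at least 3 library SD, with starting fluorescence B-score inside 5 SD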
#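 Material: MrgX1-expressing HEK293 cells; input: 15,000 cells per well; doses: test compound given as first of three sequential additions; schedule: overnight plating before 1 h dye loading; technique: Fluo-4 NW calcium-flux fluorescence, kinetic read; evaluation: baseline-normalised fluorescence change ratio, B-scored; control set: plate-wise positive and negative controls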
# * hit, by the source's call; i = inactive; ? = inconclusive; nt = no result given.
SMILES	TRPC4 inh	TRPC6 inhibitor	RGS4 block	Platelet DG rel	MrgX1 PAM	HIF activator	TRPC6 activator	RGS4 pot	MrgX1 antagonist	SKKanGAS inh	MrgX1 ag
COc1cc(C(C(=O)NC2CCCCC2)N(C(=O)Cc2c[nH]c3ccccc23)c2ccc(C)cc2)cc(OC)c1OC (stereo not drawn)	i	i	i	11.8	i	-0.3	i	i	i	11.9	i
COc1ccc(C(C)C)cc1S(=O)(=O)N1CC(C)OC(C)C1 (stereo not drawn)	i	i	i	-14.0	i	0.0	i	i	i	-2.9	i
COc1ccc(Cn2ccnc2SCC(=O)Nc2ccccc2)cc1	i	i	i	17.0	i	1.0	i	i	i	-0.3	i
CC(C)Cc1ccc(CN2CCC(n3nccc3NC(=O)C3CCCC3)CC2)cc1	i	i	i	2.7	i	0.4	i	i	i	4.5	i
Cc1ccc(NC(=O)Cn2ncn3c(cc4ccccc43)c2=O)cc1F	i	i	i	-1.2	i	-0.2	i	i	i	0.3	i
Cc1cc(=O)oc2cc(OCC(=O)Nc3nnc(C4CC4)s3)ccc12	i	i	i	2.1	i	-0.3	i	i	i	-16.6	i
CCN(CC)C(=O)CSc1nc2ccccc2c(=O)n1CCC(=O)NCc1ccc(F)cc1	i	i	i	2.6	i	-0.7	i	i	i	7.6	i
CC(C)CC(c1nnnn1C1CCCCC1)N1CCN(C(=O)c2ccco2)CC1 (stereo not drawn)	i	i	i	-42.9	i	-0.5	i	i	i	-5.4	i
Cc1ccc(C(=O)OC2CCOC2=O)cc1NC(=O)c1ccco1 (stereo not drawn)	i	i	i	-0.7	i	-0.1	i	i	i	-0.6	i
Cc1cccc(OCCOC(=O)C2CCN(S(=O)(=O)c3ccc(C)c(C)c3)CC2)c1	i	i	i	1.4	i	-0.1	i	i	i	-4.2	i
COc1ccc(NC(=O)O/N=C/c2ccncc2)cc1	i	i	i	1.6	i	1.7	i	i	i	2.5	i
Cc1ccc(S(=O)(=O)N/N=C/c2cn(C)nc2C)cc1	i	i	i	12.5	i	-0.6	i	i	i	1.7	i
COc1ccc(OC)c2nc(-c3ccc4c(c3)OCO4)ccc12	i	i	i	-0.8	i	4.9	i	i	i	-6.3	i
CCN(CC)S(=O)(=O)c1ccc(N2CCCCC2)c(NC(=O)c2ccncc2)c1	i	-6.61*	i	-0.4	i	-0.4	i	i	i	-5.4	i
CC(C)c1csc(CN2CCN(Cc3ccccc3)C(CCO)C2)n1 (stereo not drawn)	i	i	i	-20.6	i	-0.2	i	i	i	-2.0	i
CCN(CC)CCN(C(=O)c1ccc([N+](=O)[O-])cc1)c1nc2ccc(OC)cc2s1	i	i	i	-1.3	i	nt	i	i	i	-5.0	i
NS(=O)(=O)c1ccc(NC(=S)NC2CCCC2)cc1	i	i	i	7.2	i	-0.3	i	i	i	-0.5	i
COc1cc2c(cc1O)[C@H](Cc1ccc(Oc3cc(C[C@@H]4NCCc5cc(OC)c(O)cc54)ccc3O)cc1)NCC2	i	i	i	12.7	i	-0.9	i	i	i	2.4	i
Cc1ccc(NC(=O)c2cc(N3C(=O)C4CCCCC4C3=O)ccc2N2CCOCC2)cc1 (stereo not drawn)	i	i	i	11.1	i	-0.8	i	i	i	15.1	i
O=C(O)c1ccccc1-c1nc2ccccc2n1-c1ccccc1	i	i	i	-7.8	i	0.2	i	i	i	1.4	i
CC(=O)Nc1ccc(NC(=O)CSc2nccn2Cc2ccco2)cc1	i	i	i	-3.6	i	1.0	i	i	i	6.9	i
CCC(=O)N1CCc2cc(S(=O)(=O)NC(C(=O)NCc3ccc(C)cc3)C(C)C)ccc21 (stereo not drawn)	i	i	i	-3.9	i	-0.1	i	i	i	-2.8	i
Cc1ccc(CNC(=O)c2cc3c(s2)CN(Cc2ccccc2)C3)cc1	i	i	i	6.3	i	1.3	i	i	i	-0.7	i
CCOc1ccccc1N(CC(=O)NCCSc1ccccc1)S(C)(=O)=O	i	i	i	0.9	i	-0.3	i	i	i	5.8	i
CC(C)CCN1C(=O)c2ccc(C(=O)Nc3ccc(Br)cc3C(=O)O)cc2C1=O	i	i	i	-0.7	i	-1.0	i	i	i	?	i
O=C(c1cccc2ccccc12)N1CCN(c2ccccc2F)CC1	i	i	i	-1.2	i	-0.2	i	i	i	5.7	i
CCS(=O)(=O)N1CCC(C(=O)Oc2ccccc2OC)CC1	i	i	i	-5.5	i	-0.3	i	i	i	-7.4	i
CC(=O)N1c2ccc(S(=O)(=O)N3CCC(C(=O)Nc4cc(C)cc(C)c4)CC3)cc2CC1C (stereo not drawn)	i	i	i	-5.2	i	0.0	i	i	i	4.3	i
CCc1cc(=O)oc2cc(OCC(=O)NCCCn3ccnc3)ccc12	i	i	i	-23.5	i	-0.2	i	i	i	-2.0	i
S=C(NCc1cccs1)Nc1cccc2ccccc12	i	i	i	-3.0	i	1.6	i	i	i	-3.0	i
Cc1ccccc1-c1nn2c(-c3ccccc3)nnc2s1	i	i	i	15.9	i	0.3	i	-7.72*	i	-1.5	i
CCOc1ccc(CCNC(=O)COC(=O)c2cccc(S(=O)(=O)N3CCCCC3)c2)cc1OCC	i	i	i	4.2	i	-0.3	i	i	i	1.8	i
Cc1cc(C(=O)N/N=C\c2cc(C(C)(C)C)ccc2O)n[nH]1	-6*	i	i	-4.6	i	0.7	i	i	i	2.7	i
Cc1ccc(-c2nnn(CC(=O)N(Cc3cccs3)C(C(=O)NC3CCCC3)c3ccncc3)n2)cc1 (stereo not drawn)	i	i	i	-1.0	i	0.4	i	i	i	16.3	i
CC(C)(O)C#Cc1ccc(CN2CCC(n3nccc3NC(=O)C3CC3)CC2)cc1	i	i	i	2.1	i	-3.1	i	i	i	-4.6	i
O=C(NCCOC(=O)c1ccc([N+](=O)[O-])cc1)c1cccnc1	i	i	i	-0.2	i	0.3	i	i	i	21.0	i
O=C1C2C3CC(C(Br)C3Br)C2C(=O)N1c1ccccn1 (stereo not drawn)	i	i	i	1.6	i	-1.0	i	i	i	-9.0	i
O=C(CCn1c(=O)sc2ccccc21)NC1CCCCC1	i	i	i	1.1	i	1.0	i	i	i	0.0	i
C=CCNC(=S)Nc1sc2c(c1C(=O)OCC)CC(C(C)C)OC2 (stereo not drawn)	i	i	i	8.9	i	-0.1	i	i	i	8.9	i
COc1ccc(C2=NN(C(=O)CN3CCOCC3)C(c3nc4ccccc4[nH]3)C2)cc1 (stereo not drawn)	i	i	i	5.0	i	6.2	i	i	i	-7.3	i
Cc1cccc(NN=C2c3ccccc3-c3ccccc32)c1	i	i	i	-8.6	i	1.0	i	i	i	13.6	i
CCOc1ccc(CCNC(=O)C2CCCN(S(=O)(=O)c3c(C)n[nH]c3C)C2)cc1OCC (stereo not drawn)	i	i	i	8.5	i	-1.2	i	i	i	1.0	i
CCCCc1nc2cc(C(=O)N3CCNC(=O)C3)ccc2o1	i	i	i	-9.7	i	0.6	i	i	i	1.3	i
CCOC(=O)NC(CC(=O)O)c1ccc(OC)cc1 (stereo not drawn)	i	i	i	-4.1	i	-0.2	i	i	i	-2.2	i
COc1cc(NS(=O)(=O)c2ccc(NC(=S)NC(=O)COc3ccccc3OC)cc2)nc(OC)n1	i	i	i	-8.7	i	0.8	i	i	i	16.0	i
CN(C)CCCn1c2c(c(SCC(=O)Nc3cccc4ccccc34)nc1=O)CCCC2	i	-5.35*	i	-8.2	i	-0.1	i	i	i	-6.0	i
OCCc1c[nH]c2ccccc12	i	i	i	-1.8	i	0.0	i	i	i	-1.0	i
C[C@@H](C(=O)Nc1nc(-c2ccccn2)cs1)N1C(=O)C2CCCCC2C1=O (stereo partly drawn)	i	i	i	28.2	i	1.0	i	i	i	43.3	i
CCCn1c(N)c(N(CCOC)C(=O)c2cccc(C(F)(F)F)c2)c(=O)[nH]c1=O	i	i	i	0.3	i	0.3	i	i	i	1.2	i
O=C1CCCN1CCC(=O)N1CCCC(Nc2ccc(F)cc2)C1 (stereo not drawn)	i	i	i	3.9	i	-0.6	i	i	i	-5.4	i
CC1=NN(c2ccccc2C(=O)O)C(=O)C1N=Nc1ccccc1 (stereo not drawn)	i	i	i	2.8	i	-0.6	i	i	i	23.9	i
COc1ccc(C(C(=O)NC(C)(C)C)N(Cc2cccs2)C(=O)CCC(=O)Nc2cc(C)on2)cc1 (stereo not drawn)	i	i	i	-4.8	i	-0.3	i	i	i	4.7	i
COCCN1C(=O)/C(=C2/C(=O)N(CC(=O)Nc3ccccc3Cl)c3ccccc32)SC1=S	i	i	i	-3.5	i	0.1	i	i	i	0.0	i
Cc1nnsc1C(=O)N/N=C/c1ccccc1Cl	i	i	i	-2.1	i	0.0	i	i	i	-1.9	i
Cc1cc(C)cc(NC(=O)C2C3C=CC(O3)C2C(=O)O)c1 (stereo not drawn)	i	i	i	-2.2	i	1.7	i	i	i	-3.1	i
O=S(=O)(NCc1ccc2c(c1)OCO2)c1ccc(F)c(F)c1	i	i	i	0.3	i	0.4	i	i	i	-2.1	i
NC(=O)c1cc(Br)cc(C2CCCCC2)c1O	i	i	i	0.5	i	-0.5	i	i	i	7.8	i
COc1ccc(N(C)S(=O)(=O)c2cccc(C(=O)N(C)Cc3ccc(C)o3)c2)cc1	i	i	i	-3.8	i	-0.4	i	i	i	1.0	i
N=c1c(C(=O)NCc2ccco2)cc2c(=O)n3ccccc3nc2n1C1CCCC1	i	-5.3*	i	-0.2	i	1.2	i	i	i	0.4	i
COc1ccc(C)c(-n2c(N)cc(=O)n(Cc3ccccc3)c2=O)c1	i	i	i	-0.2	i	-0.2	i	i	i	4.1	i

# New compounds follow.
SMILES	TRPC4 inh	TRPC6 inhibitor	RGS4 block	Platelet DG rel	MrgX1 PAM	HIF activator	TRPC6 activator	RGS4 pot	MrgX1 antagonist	SKKanGAS inh	MrgX1 ag
O=C(NNC(=O)c1ccccc1F)c1ccc(-c2ccc(Cl)cc2)o1	i	i	i	2.8	i	0.0	i	i	i	-4.9	i
CCN(CC)C(=S)NC(=O)c1cccnc1	i	i	i	-0.9	i	-0.3	i	i	i	-0.3	i
Cc1ccc(OCC(=O)NC2CCS(=O)(=O)C2)c(C)c1 (stereo not drawn)	i	i	i	-18.9	i	-0.7	i	i	i	-1.2	i
N[C@H](CSCc1ccccc1)C(=O)Nc1ccc([N+](=O)[O-])cc1	i	i	i	-1.8	i	0.9	i	i	i	5.6	i

# Screens: PubChem BioAssay, several laboratories
